Screening data as filed in PubChem.
RXFP1 antag = blocks the human relaxin receptor RXFP1. Q9HBX9. HEK293-RXFP1, relaxin-stimulated cAMP HTRF, 30 min; stronger effect = lower value. activity change, negative = inhibition, % at 57.5 µM. 350,000 tested, 0.59% active;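 active means activity change of -60% or lower, but not beyond a set lower limit; inconclusive means change between -60% and -40%, or beyond the set limit; inactive means change above -40%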; further: on the % scale 0 is the no-effect control and ±100 the full control effect
PGK inhibitor = T. brucei PGK inhibition; P07378; PGK/GAPDH coupled, Kinase-Glo luminescence, 60 min; Potency, µM (titrated, usually from 57.5 µM), for inactives: at the highest dose activity change, negative = inhibition, most hits filed as inhibitors; 380,000 tested, 0.043% active; AID 602233; further: potency means the concentration at half of the fitted maximal effect; on the % scale 0 is the no-effect control and ±100 the full control effect; nearly all actives have a fitted effect of over 60% in size
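Luminescent ATP detection (Kinase-Glo Plus) follows a 60-minute room-temperature incubation, with wells lacking PGK as controls. Buffer: 100 mM TEA (pH 7.6), 5 mM MgCl2, 0.01% Tween-20. Coupling enzyme GAPDH (100 nM final) supplies unstable 1,3-BPG in-well.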
Pol iota inh = DNA polymerase iota (human) inhibition; Q9UNA4; Potency, µM (titrated, usually from 115 µM), without a hit: at the top dose activity, negative = inhibition, most hits filed as inhibitors; Pol iota fluorescent replication assay, 10 min; AID 588590; 390,000 tested, 1% active; further: potency means the concentration at half of the fitted maximal effect
Target sequence (Q9UNA4 whole entry, looked up): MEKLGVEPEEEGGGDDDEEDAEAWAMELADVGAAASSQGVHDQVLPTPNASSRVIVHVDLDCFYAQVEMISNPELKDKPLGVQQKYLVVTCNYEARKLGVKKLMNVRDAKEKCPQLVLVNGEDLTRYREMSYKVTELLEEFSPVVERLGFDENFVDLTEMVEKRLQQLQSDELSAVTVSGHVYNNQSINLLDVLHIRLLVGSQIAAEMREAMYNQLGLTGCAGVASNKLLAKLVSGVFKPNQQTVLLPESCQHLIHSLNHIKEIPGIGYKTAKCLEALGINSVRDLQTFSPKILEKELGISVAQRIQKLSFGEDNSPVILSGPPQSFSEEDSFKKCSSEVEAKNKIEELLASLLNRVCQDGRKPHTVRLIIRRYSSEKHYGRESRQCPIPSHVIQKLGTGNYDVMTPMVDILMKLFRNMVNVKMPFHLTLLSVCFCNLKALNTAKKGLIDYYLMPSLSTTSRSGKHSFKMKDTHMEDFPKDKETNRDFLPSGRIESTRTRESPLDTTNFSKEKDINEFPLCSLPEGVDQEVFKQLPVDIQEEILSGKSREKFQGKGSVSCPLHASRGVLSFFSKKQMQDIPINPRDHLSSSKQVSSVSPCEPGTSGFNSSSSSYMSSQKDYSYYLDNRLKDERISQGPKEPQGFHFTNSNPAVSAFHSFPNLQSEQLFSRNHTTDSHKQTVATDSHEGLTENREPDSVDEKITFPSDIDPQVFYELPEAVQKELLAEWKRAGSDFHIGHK
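Pol iota at 10 nM preincubated 15 min with compounds at room temperature; reaction started with fluorescent substrate, 50 nM final. Fluorescence read kinetically at 0 and 10 min; buffer-only wells as negative control.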
BLM helicase inh = blocks DNA unwinding by human BLM helicase; P54132; recombinant BLM DNA unwinding, fluorescence dequenching; Potency, µM (highest dose often 56.1 µM), for the others: top-dose activity change, negative = inhibition, most hits filed as inhibitors; 350,000 tested, 0.2% active;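 further: potency means the concentration at half of the fitted maximal effect; plate controls were vehicle for no effect and no enzyme for full effect; nearly all actives have a fitted effect of over 35% in size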
Pol kappa inh = inhibitors of human DNA polymerase kappa | purified Pol kappa, fluorescent DNA synthesis assay, 10 min | Q9UBT6 | 400,000 tested, 0.53% active | Potency, µM (doses to about 107 µM), without a hit: top-dose activity, negative = inhibition, most hits filed as inhibitors; further: potency means the concentration at half of the fitted maximal effect; on the % scale 0 is the no-effect control and ±100 the full control effect
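50 nM final substrate added after 15 min RT preincubation of 10 nM Pol kappa with compound; fluorescence read at 0 and 10 min.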
APEX1 inh = APE1 (human) endonuclease inhibition; P27695; recombinant APE1, TAMRA/BHQ-2 abasic DNA cleavage fluorescence; Potency, µM (top dose mostly 65.8 µM), inactives show at the top dose activity change, negative = inhibition, hits mostly inhibitors; 350,000 tested, 0.35% active; AID 2517;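 further: potency means the concentration at half of the fitted maximal effect; plate controls were vehicle for no effect and reference inhibitor for full effect; nearly all actives have a fitted effect of over 55% in size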
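Step 1: APE1 (0.75 nM) with compound, 15 min RT. Step 2: add 50 nM fluorophore/quencher THF duplex. Step 3: three fluorescence reads 60 s apart (525/598 nm); read 3 minus read 1 = reaction progress.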
Apoferritin bind = candidate novel general anesthetic via apoferritin binding | P02791 | apoferritin/1-aminoanthracene competitive binding, fluorescence | Potency, µM (highest dose often 77.5 µM), for the others: top-dose activity change, negative = displacement, actives largely listed as inhibitors | 350,000 tested, 0.074% active; further: potency means the concentration at half of the fitted maximal effect; on the % scale 0 is the no-effect control and ±100 the full control effect; nearly all actives have a fitted effect of over 20% in size
Target sequence (P02791 2-175 limits assumed): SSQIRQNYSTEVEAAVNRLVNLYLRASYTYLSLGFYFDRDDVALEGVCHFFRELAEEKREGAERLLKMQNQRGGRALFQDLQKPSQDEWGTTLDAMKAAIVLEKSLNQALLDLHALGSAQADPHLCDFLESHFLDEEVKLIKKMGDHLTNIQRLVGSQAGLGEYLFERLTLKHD
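Steps: apoferritin (10 uM) was premixed with half-saturated 1-AMA in PBS, compounds were pin-transferred, plates stood 10 min at room temperature, fluorescence was read at 380/535 nm, and curves were fitted with a Hill equation.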
POLB inh = inhibitors of human DNA polymerase beta | Pol beta primer extension/strand displacement, fluorescence kinetic | Potency, µM (doses to about 114 µM), for the others: at the highest dose activity change, negative = inhibition, actives largely listed as inhibitors | P06746 | 340,000 tested, 1.3% active | AID 485314; further: potency means the concentration at half of the fitted maximal effect; on the % scale 0 is the no-effect control and ±100 the full control effect
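Values derive from four-parameter Hill fits of normalized kinetic data: reads at 0 and 10 min following addition of 50 nM substrate to 10 nM Pol beta preincubated 15 min with compound.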
POLH inh = inhibitors of human DNA polymerase eta. Q9Y253. recombinant Pol eta, fluorescent DNA replication assay. Potency, µM (top dose mostly 114 µM), for the others: at the top dose activity change, negative = inhibition, actives largely listed as inhibitors. 390,000 tested, 1.2% active; further: potency means the concentration at half of the fitted maximal effect; on the % scale 0 is the no-effect control and ±100 the full control effect
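Fluorescent replication assay: 50 nM final substrate added after a 15 min room-temperature compound preincubation with 10 nM enzyme. Signal taken at 0 min and again at 10 min.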
Numbers without * were called inactive; i = inactive; ? = inconclusive; . = not tested or not shown; [ ] = remark or other dose. Unless noted, the call rests on the fitted dose curve; in most records, active means well fitted curve in the direction sought with a large enough effect; inconclusive means small, poorly fitted or top-dose-only effect, or another doubt; inactive means no such curve, though single readings can be large; an effect the other way counts as inactive or inconclusive. An excerpt (hit frequency here may not be typical).

Below each SMILES: BLM helicase inh	POLB inh	APEX1 inh	PGK inhibitor	Pol kappa inh	Apoferritin bind	Pol iota inh	POLH inh	RXFP1 antag
> Cc1ccc(NC(=O)C(=O)NCC(c2cccnc2)N2CCOCC2)cc1Cl (stereo not drawn)
  -12%	?	.	1%	-15%	-4%	6%	2%	-36
> COCCNc1nc(-n2nc(C)cc2C)nc2sc3c(c12)CCCC3
  1%	5%	4%	2%	-12%	-12%	43%[activator]	-9%	-2
> Cn1c(C(=O)N2CCCC(Nc3ccc(F)cc3)C2)cc2ccccc21 (stereo not drawn)
  -4%	9%	4%	i	3%	-7%	21%	-12%	-17
> Clc1cc(Br)ccc1OCCCNCc1ccccc1
  1%	?	7%	-1%	-21%	2%	21%	-21%	?
> CCn1cc(C(=O)N2CC(C)CC(C)C2)c(=O)c2cc(S(=O)(=O)N3CCCC3)ccc21 (stereo not drawn)
  0%	23%	16%	-4%	-3%	-3%	-5%	-4%	-1
> COc1cc(C(=O)Nc2ccc(N3CCOCC3)cc2)ccc1OCc1c(C)noc1C
  -1%	-1%[57.1 µM]	-3%	-10%	-2%	-12%	21%	-18%	1
> Clc1cc(Br)ccc1OCCOCCOc1cccc2cccnc12
  -9%	-3%	-3%	4%	-17%	-25%	-2%	-8%	-25
> O=C(OC1Cn2c(=O)ccc(=O)n2C1)c1ccc([N+](=O)[O-])cc1
  -1%	-1%	4%	0%	-1%	-2%	4%	-15%	-10
> COc1ccc(C(=O)N2CCC(C(=O)NC3CC3)CC2)cc1
  2%	8%	2%	6%	-2%	4%	36%[activator]	-8%	-8
> COc1ccc(CCNC(=O)CSc2ccc(-c3ccccc3)nn2)cc1OC
  -1%	28%	3%	-8%	-12%	-9%	8%	-9%	2
> CCN1C(=O)N[C@@H](c2cccc(C(F)(F)F)c2)[C@H](C(=O)OC)[C@H]1C
  2%[12.4 µM]	.	-2%[12.4 µM]	4%	-7%	.	11%	-5%	.
> COCc1nnc(N)s1
  -2%	?	0%	-8%	0%	-6%	18%	-15%	1
> N#Cc1ccccc1CN1C(=O)NC(Cc2c[nH]c3ccccc23)C1=O (stereo not drawn)
  1%	-27%	-8%	-1%	-6%	-6%	80%[activator]	-22%	-3
> CCc1ccc(C(C(=O)NCc2ccc(F)cc2)N(C(=O)c2csnn2)C2CC2)cc1 (stereo not drawn)
  -8%	?	1%	-2%	-9%	-11%	6%	-20%	-8
> COc1ccc(S(=O)(=O)N2CCOC2CNC(=O)C(=O)NCc2ccccc2Cl)cc1 (stereo not drawn)
  -4%	12%	8%	-2%	-7%	1%	1%	-11%	2
> CCOC(=O)N1CCN(C(=O)CN(c2cc(C)ccc2OC)S(=O)(=O)c2ccc(C)cc2)CC1
  -4%	?	.	-5%	0%	-23%	?	-22%	.
> O=C(Nc1ccc(Cl)c(C(F)(F)F)c1)c1ccco1
  -5%	-10%	-3%	-5%	-7%	-11%	1%	-12%	6
> O=C(Nc1cccc(O)c1)c1ccc(S(=O)(=O)N2CCCCCC2)cc1
  -18%	-9%	-9%	i	-19%	-6%	18%	-9%	10
> O=C(NCc1ccccc1)C(c1ccc(O)cc1)N(C(=O)c1cnccn1)c1ccccc1 (stereo not drawn)
  -1%	40%	25%	i	-1%	-6%	53%[activator]	-11%	-5
> CCN(C(=O)CSc1nc2ccccc2n1Cc1ccccc1C#N)c1ccccc1
  -3%	-2%	.	-4%	-5%[60.1 µM]	0%	-22%	-4%	.

Complete entries, quoted from the list.
Entry for `CCc1ccc(C(C(=O)NCc2ccc(F)cc2)N(C(=O)c2csnn2)C2CC2)cc1` (stereo not drawn) → BLM helicase inh = -8%; POLB inh = ?; APEX1 inh = 1%; PGK inhibitor = -2%; Pol kappa inh = -9%; Apoferritin bind = -11%; Pol iota inh = 6%; POLH inh = -20%; RXFP1 antag = -8
Entry for `COc1cc(C(=O)Nc2ccc(N3CCOCC3)cc2)ccc1OCc1c(C)noc1C` → BLM helicase inh = -1%; POLB inh = -1%[57.1 µM]; APEX1 inh = -3%; PGK inhibitor = -10%; Pol kappa inh = -2%; Apoferritin bind = -12%; Pol iota inh = 21%; POLH inh = -18%; RXFP1 antag = 1

Next entries.
Below each SMILES: BLM helicase inh	POLB inh	APEX1 inh	PGK inhibitor	Pol kappa inh	Apoferritin bind	Pol iota inh	POLH inh	RXFP1 antag
> Cc1ccnc(Nc2nc(-c3ccc(O)cc3O)cs2)c1
  -12%	?	16%	-2%	-21%	-2%	10%	-21%	-5
> COc1cc(CCC(=O)OCC(=O)N2CCc3ccccc32)cc(OC)c1OC
  -8%	-5%	-2%	-4%	-6%	-6%	2%	-5%	8
> CCC(=O)NCC(c1cccs1)N1CCOCC1 (stereo not drawn)
  -4%	-7%	1%	-5%	-9%	-9%	?	0%	-5
> COc1ccc(OC)c(S(=O)(=O)N2CCC(C(=O)NCCc3ccc(OC)c(OC)c3)CC2)c1
  1%	4%	-2%	-1%	-6%	-3%	0%	-6%	2
> O=C1CCCN2N=C(SCC(=O)Nc3cccc(Cl)c3)SC2=N1
  -3%	-23%	-11%	0%	-3%	-4%	?	-3%	-11
> CCOc1ccc(C2C(C(=O)c3ccc(C)o3)=C(O)C(=O)N2CCN2CCOCC2)cc1OC (stereo not drawn)
  -1%	27%	0%	i	1%	-13%	1%	-12%	4
> Cc1c(C(=O)NCCSCc2ccccc2Cl)cccc1[N+](=O)[O-]
  0%	-1%	-2%	2%	-15%	-4%	5%[58.9 µM]	-9%	10
> O=C(NCCc1nc2ccccc2[nH]1)c1ccco1
  1%	4%	-3%	0%	-6%	-3%	5%	-4%	-4
> Cc1cccc(OCc2nnc(-c3ccccc3)o2)c1
  -5%	?	.	.	-2%	?	12%	.	5
> COc1ccc(NC(=O)CN(C)C(=O)C2=COCCO2)cc1
  .	.	4%	-3%	0%	.	29%	10%	-10
> O=C1NC(=O)C2(CCC(C3CCCCC3)CC2)N1 (stereo not drawn)
  .	.	.	-4%	-2%	.	83%[activator]	-1%	-8
> O=C(NCc1ccncc1)c1cccc(S(=O)(=O)NCc2ccccc2)c1
  -1%	57%	1%	4%	0%	-5%	45%[activator]	-15%	1
> COc1cccc(CNC(=O)CCn2nc(C)c3c(C)n(-c4ccccc4)nc3c2=O)c1
  -1%	0%	.	-1%	9%	-14%	-3%	10%	-9
> O=c1c2ccccc2nc(N2CCN(c3cccc(Cl)c3)CC2)n1-c1ccccc1
  -6%	2%	.	-6%	4%	-6%	12%	-20%	-18
> Cc1oc(C(C)(C)C)cc1C(=O)Nc1cccc(/C=C/C(=O)O)c1
  0%	27%	2%	4%	-4%	-11%	?	2%	10
> COc1ccc(OC)c(-c2cc(C(=O)NC(C)c3ccccc3)no2)c1 (stereo not drawn)
  -8%	-11%	.	-3%	-23%	-11%	-11%	-12%	-7
> COCCCNC(=O)C1CC(=O)N(CCc2ccc(OC)c(OC)c2)C1 (stereo not drawn)
  -7%	0%	-5%	-16%	-18%	-4%	-4%	32µM*	5
> NS(=O)(=O)c1ccc(NC(=O)Nc2ccccc2)cc1
  -1%	-18%	20%	i	-3%	2%	22%	-16%	-14
> O=C(/C=C/c1ccc(Cl)cc1)NCCCn1ccnc1
  -7%	-3%	-1%	-2%	8%[60.1 µM]	7%	?	-6%	4
> C[C@H](CO)N1C[C@H](C)[C@@H](CN(C)S(=O)(=O)c2cn(C)cn2)Oc2ccc(NC(=O)C3CC3)cc2C1=O
  .	.	-6%	0%	-10%	.	6%	-4%	.

(cont.)
Below each SMILES: BLM helicase inh	POLB inh	APEX1 inh	PGK inhibitor	Pol kappa inh	Apoferritin bind	Pol iota inh	POLH inh	RXFP1 antag
> O=C1CC(/C=C/c2ccco2)=Nc2ccccc2N1
  -10%	?	?	2%	-30%	-19%	?	-11%	-12
> COc1cccc(C(=O)Nc2ccc(-c3nc4ccccc4s3)cc2Cl)c1
  -3%	23%	.	.	1%[60.1 µM]	82%[activator]	-6%	.	-11
> O=C(NCC1CCCO1)C1CCCN(S(=O)(=O)c2cc(Cl)ccc2Cl)C1 (stereo not drawn)
  0%	83%	17%	-5%	-16%	-4%	32%[activator]	-15%	-8
> CN(Cc1cccs1)C(=O)C1CC(=O)N(Cc2ccccc2)C1 (stereo not drawn)
  .	.	-1%	-4%	-8%	.	-12%	-6%	-9
> CC(C)(C)c1ccc(S(=O)(=O)N2CCc3nc4ccccc4c(C(=O)O)c3C2)cc1
  -2%	29%	-3%	.	-6%	-1%	-4%	-19%	14
> O=C(Cn1nnc(-c2ccccc2-n2cnnn2)n1)N1CCCCC1
  -4%	7%	2%	-4%	-3%	-12%	23%	-13%	-9
> COc1ccccc1N1CCN(C(=O)c2cc3c(=O)oc4ccccc4c3s2)CC1
  1%	0%	.	-9%	-22%	-9%	-5%	-11%	.
> COc1cc(C)c2c(c1OC)C(=O)CC2
  .	.	.	-6%	2%	.	-1%	-1%	4
> Cc1csc(NC(=O)NC2(C(F)(F)F)Oc3ccccc3O2)n1
  3%	21%	8%	i	-1%	-10%	-4%	-9%	-12
> O=C(CN1CCc2ccccc2C1)N1CCN(S(=O)(=O)c2ccccc2)CC1
  0%	4%	-2%	2%	-3%	0%	3%	9%	-16
> COc1ccc(N2CC(NC(=O)c3cccs3)CC2=O)cc1OC (stereo not drawn)
  1%	6%	.	6%	0%[60.1 µM]	-5%	27%	-11%	.
> C[C@H](NC(=O)c1nc[nH]c1C(=O)N[C@@H](C)C(=O)OCc1ccccc1)C(=O)OCc1ccccc1
  -14%	-22%	8%	-9%	-10%	-4%	16%	-24%	.
> CCC(=NCCc1ccc(OC)c(OC)c1)c1ccccc1O
  4%	1%	35%	-8%	-2%	-12%	?	-7%	0
> Cc1cc2cc(CN(CCN(C)C)C(=S)NCc3ccco3)c(=O)[nH]c2cc1C
  -7%	4%	15%	1%	-14%	-13%	40%[activator]	-6%	-9
> O=C(c1cc([N+](=O)[O-])ccc1N1CCOCC1)N1CCOCC1
  -3%	2%	1%	0%	-7%[60.1 µM]	3%	41%[activator]	-5%	-4
> COc1ccc(NC(=O)c2ccc(-n3cnnn3)cc2)c([N+](=O)[O-])c1
  -9%	10%	-4%[12.4 µM]	-9%	-4%	2%	2%	-10%	-7
